# High-throughput results deposited in PubChem by National Center for Advancing Translational Sciences (NCATS).
# S3 lipid droplet = qHTS Assay for Lipid Storage Modulators in Drosophila S3 Cells; Drosophila S3 cells, BODIPY lipid droplet fluorescence, 18-24 h; cells fed with added oleic acid; Potency in µM for hits, for the others lipid storage change, negative = inhibition, % at the top dose, mostly 46.1 µM; hit rate 0.64% among 320,000; active means well fitted inhibition curve with a large enough effect in the signal ratio, with a control signal flat, not every such curve was filed as active; inconclusive means small, poorly fitted or top-dose-only effect, or effect the other way, or a change in a side signal; the % refers to the signal ratio
#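 Drosophila S3 cells got compounds at several concentrations plus oleic acid (400 uM solution). Laser-scanning cytometry with 488 nm excitation read lipid droplets at 500-530 nm and cells at 575-640 nm. Percent activity was relative to 20 uM Triacsin C.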
# S3 lipid droplet cell count max = further read-out of S3 lipid droplet, marked with its call; cell number change, %; measured here: cell count max response;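 cells counted by Cell Tracker Red CMTPX staining in the red channel; peak over a dose series mostly up to 46.1 µM; percent activity relative to internal control wells on each plate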
# Starred values were filed as active, the others as inactive; i = inactive; ? = inconclusive; nt = no result given. On the % scale 0 is the no-effect control and ±100 the full control effect; potency means the concentration at half of the fitted maximal effect. These rows are one share of the data; the hit share may differ from the screen's.
# Screens in order – S3 lipid droplet, S3 lipid droplet cell count max
CC1C(=O)N(Cc2ccc([N+](=O)[O-])cc2)c2ccccc2N1C(=O)C1CC1 (stereo not given)
→ -20%, 1
COc1ccc(NC(=O)c2sc3ncn(CC(=O)N4CCN(c5ccccn5)CC4)c(=O)c3c2C)cc1OC
→ i, 24
Cc1sc2ncn(CC(=O)NCCCC(=O)Nc3ccc(C(C)C)cc3)c(=O)c2c1C
→ ?, nt
O=C(NCCN1CCOCC1)c1cccc(S(=O)(=O)Nc2ccc(Br)cc2)c1
→ ?, nt
O=C(CSCc1cccc(Cl)c1)Nc1ccccc1-c1ccccc1
→ 8%, 14
c1ccc(OCCCn2ccnc2)cc1
→ ?, nt
O=C(CN1CCN(c2ccccn2)CC1)Nc1cc(C(F)(F)F)ccc1Cl
→ -6%, 1
CC(=O)c1ccc(N2CCN(C(=O)CCCn3c(=S)[nH]c4cc5c(cc4c3=O)OCO5)CC2)cc1
→ ?, nt
CCCCCCC(=O)NNC(=O)CC(=O)Nc1ccccc1C(=O)O
→ 2%, 0
CC(C)(C)CN1CCC(Oc2cccc(C(=O)N3CCNC(=O)C3(C)C)c2)CC1
→ 8%, nt
CCCCC[C@H](O)/C=C/[C@@H]1[C@@H](C/C=C\CCCC(=O)OC)[C@@H](O)C[C@H]1O
→ 1%, 3
COc1cc(Cn2c(C(=O)O)cc3sccc32)cc(OC)c1OC
→ 19%, nt
COC/C=C/C1=CC2=CC(=O)C(C)(OC(=O)c3cnc4ccccc4n3)C(=O)C2=CN1Cc1ccccc1 (stereo not given)
→ 16%, -9
Cc1ccc2oc(C(=O)Nc3ccc(S(=O)(=O)Nc4onc(C)c4C)cc3)cc(=O)c2c1
→ ?, nt
O=C(Nc1ccccc1Cl)C1CCN(S(=O)(=O)c2cccc3nonc23)CC1
→ ?, nt
C=C(C)C1Cc2c(C)nn(-c3cccc4ccccc34)c2C1 (stereo not given)
→ ?, nt
CC(C)C1CC(c2csc(N)n2)CCO1 (stereo not given)
→ 10%, 12
CC1CCC2(CC1)NC(CO)(CO)CO2 (stereo not given)
→ 3%, -4
FC(F)(F)c1cccc(-c2cc(C3CCNCC3)[nH]n2)c1
→ 0%, -6
COc1ccc(N(CC(=O)N2CCCCC2)S(=O)(=O)c2c(C)nn(C)c2C)cc1
→ ?, nt
N#Cc1ccc(COC(=O)c2cnc3ccccc3n2)cc1
→ ?, nt
COc1cc(NS(=O)(=O)c2csc(C(N)=O)c2)cc(OC)c1
→ 2%, 23
CC12CCC(=O)N1C(C(=O)Nc1cccc(F)c1)CS2 (stereo not given)
→ ?, nt
O=c1[nH]c(CN2CCN(c3ccc(F)cc3)CC2)nc2ccccc12
→ 9%, -21
CC(=O)Nc1ccc(S(=O)(=O)Oc2cccc(N3C(=O)C4CC=CCC4C3=O)c2)cc1 (stereo not given)
→ ?, nt
COc1ccc(CN(C)CC(=O)Nc2ccc(Cl)cc2C(F)(F)F)c(OC)c1
→ -3%, -11
CCC(C)[C@H](N)c1cn([C@@H](Cc2cc3ccccc3[nH]2)C(=O)N2CCNCC2)nn1 (stereo not given in full)
→ -17%, -2
COc1ccc(OC)c(NC(=O)C2COc3ccccc3O2)c1 (stereo not given)
→ i, -10
CCOCc1cc(=O)[nH]c(SC)n1
→ ?, nt
Cc1cc2nccc(-c3ccco3)n2n1
→ -3%, 4

# Quoted from the listing:
# S3 lipid droplet with CC1CCC2(CC1)NC(CO)(CO)CO2 (stereo not given) : 3%
# S3 lipid droplet with CCC(C)[C@H](N)c1cn([C@@H](Cc2cc3ccccc3[nH]2)C(=O)N2CCNCC2)nn1 (stereo not given in full) : -17%
# S3 lipid droplet with O=C(CSCc1cccc(Cl)c1)Nc1ccccc1-c1ccccc1 : 8%

# Back to the main list, repeating the four entries before the break.
# Screens in order – S3 lipid droplet, S3 lipid droplet cell count max
CCC(C)[C@H](N)c1cn([C@@H](Cc2cc3ccccc3[nH]2)C(=O)N2CCNCC2)nn1 (stereo not given in full)
→ -17%, -2
COc1ccc(OC)c(NC(=O)C2COc3ccccc3O2)c1 (stereo not given)
→ i, -10
CCOCc1cc(=O)[nH]c(SC)n1
→ ?, nt
Cc1cc2nccc(-c3ccco3)n2n1
→ -3%, 4
Cc1c(NC(=O)C(C)OC(=O)c2cc3c4ccccc4n(C)c3s2)c(=O)n(-c2ccccc2)n1C (stereo not given)
→ ?, nt
CCOC(=O)CC(NS(=O)(=O)c1ccc2[nH]cc(C(=O)O)c(=O)c2c1)c1ccc(OCC)c(OC)c1 (stereo not given)
→ ?, nt
NC(=O)CN1C(=O)C(=O)N(Cc2ccc(Cl)cc2)C1=O
→ 6%, 18
CCCCCC(=O)Nc1nc(C)c(-c2csc(Nc3cc(Cl)ccc3C)n2)s1
→ -20%, -15
O=C(CCn1nnc2ccccc21)OCC(=O)c1ccc(F)cc1
→ ?, nt
N#C/C(=C(/O)COC(=O)c1ccc2c(c1)OCCO2)c1nc2ccccc2[nH]1
→ ?, nt
Fc1ccc(-n2cc(CNCCc3cccnc3)c(-c3ccccc3Cl)n2)cc1
→ -8%, -8
COCCN(C(=O)C1CCC1)c1c(N)n(CC(C)C)c(=O)[nH]c1=O
→ 2%, -2
CCn1ncc([N+](=O)[O-])c1C(=O)Nc1cc(C)on1
→ ?, nt
CCOc1ccccc1CNCc1ccc(C(=O)O)cc1
→ 16%, 11
Cc1ccc(N(Cc2cc3ccc(C)cc3[nH]c2=O)C(=O)c2ccco2)c(C)c1
→ 8%, 1
COc1ccccc1NS(=O)(=O)c1cc(C(=O)NCC(c2cccs2)N2CCOCC2)ccc1C (stereo not given)
→ ?, nt
Cc1ccc(S(=O)(=O)N2CCCCC2)cc1C(=O)Nc1ccccn1
→ ?, nt
Cc1noc(C)c1C(=O)N(C)CC(=O)Nc1ccc(F)c(F)c1F
→ -13%, -5
COc1ccc(CCNC(=O)CCc2nnc(Cc3ccc4c(c3)OCO4)o2)cc1
→ 24%, 4
COc1ccc(S(=O)(=O)N2CCn3c2nc2ccccc23)cc1
→ ?, nt
O=C(N/N=C/c1cccs1)/C(=C/c1ccccc1)NC(=O)c1ccccc1
→ 3%, -9
CC(=O)c1ccc(N(C(=O)Cn2nnc3ccccc32)C(C(=O)NC2CCCCC2)c2cn(C)nc2C)cc1 (stereo not given)
→ 1%, -14
CCCOc1ccc(CNC(=S)Nc2ccccc2)cc1Cl
→ ?, nt
O=C1CCC(C(=O)NCc2ccccc2)N1 (stereo not given)
→ -8%, 7
NC(=O)C1=C[C@@H](c2ccccc2)C[C@@H](OCc2ccc(CO)cc2)O1
→ ?, nt
CC(=O)NC(NC(=S)Nc1cccc(Br)c1)C(Cl)(Cl)Cl (stereo not given)
→ ?, nt
O=C(COC(=O)/C=C/c1cccc(F)c1)NC1CCCC1
→ ?, nt
O=c1nc(N2CCOCC2)nc2n1CCO2
→ ?, nt
COc1ccccc1N(CC(=O)NCc1ccccc1C)S(=O)(=O)c1ccc(C)cc1
→ ?, nt
COc1ccc([N+](=O)[O-])cc1Nc1ncnc2ccccc12
→ ?, nt
Cc1ccc(S(=O)(=O)N(CCC(=O)NCc2ccccc2F)c2ccccc2)cc1
→ ?, nt
O=C(Nc1ccccc1Oc1ccccc1)c1cnccn1
→ i, nt
O=C(NC(=S)NC(c1ccccc1)c1ccncc1)c1ccccc1 (stereo not given)
→ ?, nt
CCOC(=O)c1cc2c(ccn2-c2ccc(F)cc2)n1CC(=O)NC(C)(C)C
→ ?, nt
CCOC(=O)C1(CC2CCCCO2)CCN(C2CCSCC2)CC1 (stereo not given)
→ 6%, -1
O=C(NCCCc1ccc(F)cc1)C1CCC(=O)N(CCN2CCOCC2)C1 (stereo not given)
→ ?, nt
COc1cc(C(c2nnnn2C2CCCC2)N2CCN(C)CC2)cc(OC)c1OC (stereo not given)
→ i, -14
O=C(Nc1ccc(Cl)c(S(=O)(=O)N2CCCCC2)c1)C1=COCCO1
→ 0%, nt
CC(C)Oc1ccc(Br)cc1C(=O)N/N=C/c1c[nH]c2ccccc12
→ 0%, -14
CC(C)CC(=O)Nc1cccc(-c2csc(-c3ccccc3)n2)c1
→ ?, nt
CCCCNS(=O)(=O)C1CCS(=O)(=O)C1 (stereo not given)
→ i, nt
C=CCn1c(-c2c(C)nc3cc(C)ccn23)n[nH]c1=S
→ -1%, nt
N#CCC(=O)N/N=C/c1cn(Cc2cccc3ccccc23)c2ccccc12
→ -13%, 4
Cc1cc(=O)c2c(C)ccc(C)c2[nH]1
→ ?, nt
Cc1ccc(CNc2ccc(N3CCOCC3)c(C(=O)O)c2)s1
→ 4%, 7
NS(=O)(=O)c1ccc(NS(=O)(=O)c2ccc3c(c2)OCCO3)cc1
→ i, 7
CCOC(=O)C1CCN(C(=O)c2ccccc2NS(=O)(=O)c2ccccc2)CC1
→ -9%, -21
CC1(C)OC(=O)C(=CNC(CO)C(=O)O)C(=O)O1 (stereo not given)
→ 2%, 19
COc1ccc(Cc2noc(-c3ccc(C)cc3)n2)cc1
→ ?, nt
COC1(OC)N=C(N)C2(C#N)C(c3ccc(F)cc3)C12C#N (stereo not given)
→ ?, nt
Cc1c(Cl)cccc1NC(=S)N1CCCN(Cc2ccccc2F)C1
→ 20%, nt
COc1ccc(-c2cc3cc(C(=O)O)ccn3c2C(=O)c2ccccc2)cc1
→ -4%, 2
O=C(Nc1cccc(F)c1)c1ccco1
→ -8%, -3
COc1ccc(C)c2sc(N(CCCN(C)C)C(=O)c3ccc(S(=O)(=O)N(C)C)cc3)nc12
→ 9%, -3
O=C(Nc1nnc(Cc2ccccc2)s1)c1ccco1
→ ?, nt
COc1ccccc1CN1C[C@@H]2C[C@@H](c3[nH]c4ccc(C)cc4c3C)N3CCC[C@@]23C1=O
→ -24%, 15
O=C(Nc1ccc(F)cc1F)c1ccc2c(=O)n3c(nc2c1)CCC3
→ ?, nt
FC(F)(F)c1ccccc1NC(=S)N1CCCC1
→ -9%, -18
COc1ccc(N2C(=O)CC(N3CCN(Cc4ccc5c(c4)OCO5)CC3)C2=O)cc1 (stereo not given)
→ -36%, -25
CCn1c(SC)nnc1C1CCN(S(=O)(=O)c2ccc(OC)cc2)CC1
→ 18%, -2
COc1ccc(C2CC(=O)C(C=NCCN3CCN(C(C)=O)CC3)=C(O)C2)cc1OC (stereo not given)
→ ?, nt
CC1(C)N=C(SCC(=O)Nc2ccc(Cl)cc2)C(c2ccc(Cl)cc2)=N1
→ ?, nt
Cc1c(NS(=O)(=O)c2ccc(NCCN3CCOCC3)c([N+](=O)[O-])c2)c(=O)n(-c2ccccc2)n1C
→ i, nt
CCCCn1c(C)nc2c(=O)n(C)c(=O)[nH]c21
→ i, 10

# A second format for part of the listing above:
SMILES | S3 lipid droplet | S3 lipid droplet cell count max
Cc1ccc(CNc2ccc(N3CCOCC3)c(C(=O)O)c2)s1 | 4% | 7
NS(=O)(=O)c1ccc(NS(=O)(=O)c2ccc3c(c2)OCCO3)cc1 | i | 7
CCOC(=O)C1CCN(C(=O)c2ccccc2NS(=O)(=O)c2ccccc2)CC1 | -9% | -21
CC1(C)OC(=O)C(=CNC(CO)C(=O)O)C(=O)O1 (stereo not given) | 2% | 19

# (list continues)
# Screens in order – S3 lipid droplet, S3 lipid droplet cell count max
Cc1cc(C)c(S(N)(=O)=O)c(C)c1N(C)S(=O)(=O)c1ccc(Cl)cc1
→ -14%, 17
CCc1nc(SCc2ccccc2C#N)n[nH]1
→ i, -4
O=C(COC(=O)CCc1c[nH]c(=O)[nH]1)Nc1ccccc1Cl
→ i, nt
O=S(=O)(c1ccc(F)cc1)N1CCn2c(nc3ccccc32)C1
→ ?, nt
O=C(O)c1ccccc1N/N=C/c1cc(Br)cc(Br)c1O
→ 5%, 14
CC(C)(C)C(=O)Nc1nnc(-c2ccccc2)c(-c2ccccc2)n1
→ -4%, -5
Cc1ccc(C(=O)Nc2ncn[nH]2)cc1
→ -8%, -6
COc1ccc(C2CC(c3ccc(Br)cc3)=NN2C(=O)CSC2=NN3CCCC(=O)N=C3S2)cc1 (stereo not given)
→ ?, nt
CCCn1c(C)cc(-c2csc(N)n2)c1C
→ ?, nt
CCCN1CN(Cc2ccccc2)CC2=C1CC(C)(C)CC2=O
→ -11%, -2
CC(C)C(=O)NC(C)C(c1cccs1)N1CCN(C)CC1 (stereo not given)
→ 0%, 0
CSCC[C@H](NC(=O)OC(C)(C)C)C(=O)N/N=C/c1cccc2nccnc12
→ -13%, -10
CCn1cc(CN2CCC(n3nccc3NC(=O)C3CCCC3)CC2)c(C)n1
→ -29%, 1
COc1ccc(-c2nc(CSCC(=O)N3CCN(C)CC3)c(C)o2)cc1OC
→ ?, nt
COc1cccc(OC)c1OCCN1CCN(C(c2ccccc2)c2ccccc2)CC1
→ ?, nt
O=C(NNc1ccc(Cl)nn1)c1ccc(Cl)cc1
→ 1%, -5
Clc1ccccc1CSc1nnc(-c2cccnc2)n1Cc1ccco1
→ ?, nt
O=C(O)C1=C[C@@H](c2coc3ccccc3c2=O)C[C@@H](OCCCCO)O1
→ -6%, 10
CCOC(=O)C1=C(C)NC(=O)NC1c1ccc(NC(C)=O)cc1 (stereo not given)
→ 2%, 7
COC(=O)c1sccc1NC(=O)c1ccc(C)o1
→ 3%, -3
COc1cc(/C=C/C(=O)OCC(=O)Nc2oc(C)c3c(C)n[nH]c(=O)c23)ccc1OC(F)F
→ ?, nt
O=C(Nc1ccc(Cl)cc1)Nc1cccc(C(=O)O)c1
→ 7%, 24
Cc1oc2c(CN3CCCC3)c(O)ccc2c(=O)c1Oc1ccccc1Br
→ -19%, 2
CC(=O)OCC(=O)[C@@]1(O)CCC2C3CCC4=CC(=O)CCC4(C)C3C(=O)CC21C (stereo not given in full)
→ ?, nt
Cc1ccc(-c2n[nH]c(=O)c3ccccc23)cc1S(=O)(=O)Nc1ccccc1
→ -4%, 15
